# From PubChem
# FBPA coupling cs = inhibits coupling enzyme system, counter-screen for aldolase hits. coupling enzyme system counterscreen, AmpLite Red fluorescence. activity change, negative = inhibition, % at 58.2 µM, hits read low. actives 0.67% (n = 290,000). AID 2472; in the data active = activity change below about -30%; also: % is scaled to controls: 0 for no effect and ±100 for the full control effect
#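 Counterscreen lacking aldolase: glyceraldehyde-3-phosphate coupling-enzyme reagent preincubated 10 min at RT with compound (at 57.5 uM final), then substrate/coupling system with AmpLite Red added; fluorescence read at 525/598 nm after 20 min RT.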
# KCNH2 3.1 inh = blocks the human KCNH2 3.1 channel isoform; U2OS KCNH2 3.1, thallium flux FluxOr; hits give low values; activity change, % (tested at about 1.8 µM); actives 0.95% (n = 340,000); AID 720553;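 active = maximum activity change below -70%; inconclusive = maximum activity change from -70% to -50%; inactive = maximum activity change above -50%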;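 also: thallium influx rate constant from kinetic fluorescence after stimulation buffer; % is scaled to controls: 0 for no effect and ±100 for the full control effect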
#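 Measured as rate of thallium-driven FluxOr signal in transduced U2OS cells carrying the 3.1 channel, read kinetically for 2 min upon stimulation; values are rate constants scaled to DMSO control wells.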
# MBNL1 CUG block = blocks human MBNL1 binding to CUG repeat RNA; actives 0.036% (n = 280,000); Potency, µM (doses to about 57.5 µM), without a hit: at the highest dose activity change, negative = inhibition, hits mostly inhibitors; TR-FRET MBNL1-His/biotin-(CUG)12 binding, 665/545 ratio; Q9NR56; AID 2675; active = well fitted inhibition curve with a large enough effect in the signal ratio, with a control signal flat, not every such curve was filed as active; inconclusive = small, poorly fitted or top-dose-only effect, or effect the other way, or a change in a side signal; inactive = no such curve, though single readings can be large or run the other way; the % refers to the signal ratio; also: potency is read from the fitted curve at half-maximal effect; % is scaled to controls: 0 for no effect and ±100 for the full control effect
#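 MBNL1-His + Biotin-(CUG)12, cpd titration 92 nM–58 uM; Tb anti-His Ab 0.055 ng/ul, SA-XL665 5 nM (final); 60 min RT; ratiometric 665/545 nm, Ex 340 nm; normalized to buffer and full-complex controls.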
# CXXC DNA block = inhibitors of human MLL CXXC domain-DNA interaction. MLL-CXXC / FITC-HOXA9 DNA fluorescence polarization. actives 0.037% (n = 290,000). Q03164. Potency, µM (titrated, usually from 115 µM), for the others: at the highest dose activity change, negative = inhibition, most hits filed as inhibitors. AID 2662; active = well fitted inhibition curve with a large enough effect in the polarisation, with a control signal flat, not every such curve was filed as active; inconclusive = small, poorly fitted or top-dose-only effect, or effect the other way, or a change in a side signal; inactive = no such curve, though single readings can be large or run the other way; the % refers to the polarisation; also: potency is read from the fitted curve at half-maximal effect
#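 Fluorescence polarization: 7 uM MLL-CXXC (stock) preincubated 5 min with compounds, then 50 nM fluorescein-HOX-A9 DNA (stock) added; 30 min ambient. Buffer 50 mM Tris-HCl pH 7.5, 50 mM NaCl, 1 mM DTT, 0.05% BSA.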
# Integrin act MD = integrin-mediated muscular dystrophy alleviation activation; actives 0.064% (n = 350,000); alpha7betagal myoblasts, beta-gal FDG fluorescence, 48 h; Potency, µM (titrated, usually from 38.3 µM), for inactives: at the highest dose activation, actives largely listed as activators;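 also: potency is read from the fitted curve at half-maximal effect; 100% = response of the positive control SU9516; nearly all actives have a fitted effect of over 60% in size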
#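 alpha7betagal+/- myoblasts (passage 13, 250/well) treated 48 h at 37C with compounds at 1:260 dilution of DMSO stock. Lysed, then beta-galactosidase activity read as FDG fluorescence (ex 480/em 540) after 30 min, with pre-read for autofluorescence.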
# A-T KAP1 phos = potential ataxia-telangiectasia treatment. […] A-T fibroblasts, KAP-1 phosphorylation AlphaLISA; neocarzinostatin DNA damage 30 min before lysis. Potency, µM (doses to about 57.5 µM), for the others: top-dose activation, most hits filed as activators. actives 0.19% (n = 320,000); also: potency is read from the fitted curve at half-maximal effect; % of control where 0% means no effect; nearly all actives have a fitted effect of over 45% in size
#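 ATM-like activity read as KAP-1 phosphorylation via AlphaLISA donor/acceptor antibody pairs after lysis and 6 hr at 25C. Cells were ATM-null patient fibroblasts ([…], hTERT), dosed 60 min, then exposed to the DSB inducer NCS for 30 min.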
# KCNH2 WT inh = inhibitors of human wildtype KCNH2 potassium channel; U2OS, BacMam KCNH2, thallium flux FluxOr; hits give low values; actives 0.37% (n = 340,000); activity change, % at 1.84 µM; Q12809; AID 720551;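 active = maximum activity change below -70%; inconclusive = maximum activity change between -70% and -50%; inactive = maximum activity change above -50%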; also: % is scaled to controls: 0 for no effect and ±100 for the full control effect
#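 U2OS cells were transduced with wild-type KCNH2 virus (2.03 x 10^8 / mL) for 4 h at room temperature, then cultured overnight at 37 C. Thallium flux was read with FluxOr dye. Rate constants were normalized to DMSO controls.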
# GALK inhibitor = inhibitors of human galactokinase. Potency, µM (highest dose often 57.5 µM), without a hit: top-dose activity change, negative = inhibition, usual class: inhibitors. AID 1868. Purified GALK, Kinase-Glo residual ATP luminescence. actives 0.007% (n = 270,000); also: potency is read from the fitted curve at half-maximal effect; % is scaled to controls: 0 for no effect and ±100 for the full control effect
#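 GALK at 5 nM final was combined with compound, 35 uM ATP and 100 uM galactose in HEPES pH8.0 with MgCl2 and DTT. The reaction ran one hour at room temperature before luminescent ATP detection.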
# TRPV1 ag = agonists of human vanilloid receptor 1 (TRPV1) | Q8NER1 | TRPV1-expressing cells, Fluo-8 calcium influx, agonist mode | activation, % at 8.33 µM | actives 0.19% (n = 320,000) | AID 540275; in the data active = activation above about 80%; inconclusive = between about 30% and that limit; also: 0% is about no effect
# Target sequence (Q8NER1 whole entry, looked up): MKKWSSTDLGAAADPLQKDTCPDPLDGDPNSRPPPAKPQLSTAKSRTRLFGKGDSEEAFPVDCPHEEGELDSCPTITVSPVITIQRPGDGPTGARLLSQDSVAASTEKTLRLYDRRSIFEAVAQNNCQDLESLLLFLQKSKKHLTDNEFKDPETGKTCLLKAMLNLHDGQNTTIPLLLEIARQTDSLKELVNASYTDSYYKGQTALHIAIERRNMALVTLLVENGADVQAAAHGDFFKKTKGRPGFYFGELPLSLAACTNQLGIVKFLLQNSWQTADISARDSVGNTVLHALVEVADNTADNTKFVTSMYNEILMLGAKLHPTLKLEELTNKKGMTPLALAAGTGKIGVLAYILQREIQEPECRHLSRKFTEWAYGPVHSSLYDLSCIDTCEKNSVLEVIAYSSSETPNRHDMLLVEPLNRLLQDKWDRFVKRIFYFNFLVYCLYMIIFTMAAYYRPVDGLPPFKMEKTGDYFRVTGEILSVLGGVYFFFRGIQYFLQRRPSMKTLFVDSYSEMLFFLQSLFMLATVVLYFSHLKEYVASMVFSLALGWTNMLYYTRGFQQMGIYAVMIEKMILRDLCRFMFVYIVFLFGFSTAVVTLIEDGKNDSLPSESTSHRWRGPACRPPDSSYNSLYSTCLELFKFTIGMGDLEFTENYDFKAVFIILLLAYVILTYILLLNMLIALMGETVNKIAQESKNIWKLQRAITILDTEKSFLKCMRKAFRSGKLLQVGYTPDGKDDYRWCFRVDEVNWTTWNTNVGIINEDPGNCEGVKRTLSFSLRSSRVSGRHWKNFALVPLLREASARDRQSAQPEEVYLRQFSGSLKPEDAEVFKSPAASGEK
#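 Fluo-8 calcium influx in TRPV1-expressing cells, kinetic read (ex 480/em 520 nm). Compound added and read 3 min for agonist activity, followed by capsaicin at EC20 final and 2 min further read for enhancement.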
# ASM inhibitor = human S-ASM enzyme inhibition | P17405 | placental ASM, HMU-PC fluorogenic substrate, 60 min | Potency, µM (top dose mostly 57.5 µM), without a hit: at the top dose activity change, negative = inhibition, hits mostly inhibitors | actives 0.006% (n = 340,000) | AID 504937; also: potency is read from the fitted curve at half-maximal effect
#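 Steps: dispense placental human ASM, pin compound, wait 10 min at room temperature, add HMU-PC0 substrate at 9 uM final, incubate 60 min at 37 °C, add stop solution raising pH to 10, read fluorescence.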
# The depositor's hits bear a star; ? = inconclusive; . = no result given; [ ] = dose if it differs, or a comment. Unless noted, calls follow the shape of the dose curve; as a rule, active = well fitted curve in the direction sought with a large enough effect; inconclusive = small, poorly fitted or top-dose-only effect, or another doubt; inactive = no such curve, though single readings can be large; an effect the other way counts as inactive or inconclusive.
SMILES,FBPA coupling cs,KCNH2 3.1 inh,MBNL1 CUG block,CXXC DNA block,Integrin act MD,A-T KAP1 phos,KCNH2 WT inh,GALK inhibitor,TRPV1 ag,ASM inhibitor
COc1ccccc1NC(=O)Nc1ccccc1Br,0,6,-5%,5%,-14%,-1%,3,4%,3,-5%
CCn1c(=O)c2c(nc(SCc3ccccn3)n2C)n(C)c1=O,-1,-25,2%,-6%,14%,22%,0,2%,0,-1%
O=S(=O)(Cc1ccccc1)Nc1ccccc1,5,21,-7%,3%,-6%,6%,-3,1%,-3,1%
Cc1ccc(OCC(=O)Nc2nc(-c3ccccn3)cs2)c(C)c1,.,1,.,.,-10%,-6%,-9,.,1,-6%
O=C(NC1CCCCC1)C1CCN(S(=O)(=O)c2cccs2)CC1,0,-14,5%,2%,8%,3%,-4,-1%,7,14%
CCn1c(SC)nnc1C1CCN(CC(=O)Nc2ccccc2N2CCOCC2)CC1,0,-21,-2%,26%,11%,0%,-2,1%,0,3%
O=C(O)c1cccc(NC(=O)c2cccc(S(=O)(=O)N3CCCCC3)c2)c1,2,4,-9%,2%,-13%,8%,17,2%,9,9%
CN(C)c1ccc(/C=C/C(=O)c2ccc(O)cc2)cc1,.,-30,.,.,-17%,.,?,.,.,0%
Cc1cc(C(=O)Nc2nncs2)oc1C,1,5,0%,6%,-10%,-13%,5,3%,0,-1%
Cc1ccc(S(=O)(=O)CCC(=O)OCC(=O)c2ccc(F)cc2)cc1,.,-6,.,.,-8%,3%,-3,.,8,.
COc1ccc(C(=O)N/N=C/c2ccc(OC)c(OS(=O)(=O)c3ccccc3)c2)cc1,2,-195*,0%,15%,-14%,8%,-151*,1%,-1,-16%
CCC1Oc2ccccc2N(CC(=O)Nc2ccc(OC)cc2OC)C1=O (configuration not stated),0,-9,-7%,1%,18%[7.66 µM],0%,0,0%,-2,4%
COc1ccccc1C(=O)NCCc1nc2ccccc2n1C,0,-1,-1%,-5%,1%,1%,-16,1%,1,0%
NC(=O)NCC12CC3CC(CC(C3)C1)C2,0,0,5%,0%,-14%,2%,33,7%,.,-1%
C/C(O)=C(\C#N)P(=O)(c1ccccc1)c1ccccc1,1,4,-3%,?,10%,-6%,4,8%,-7,2%
CC(=O)c1c(C)[nH]c(C(=O)OCC(=O)Nc2cccc(S(=O)(=O)N3CCCC3)c2)c1C,-1,-10,-9%,1%,-35%[inhibitor],-7%,1,-3%,2,-13%
Cc1ccc2nc(SCC(=O)N3CCC(C)CC3)nc(=O)n2c1,.,0,.,.,-1%,9%,3,.,-3,1%
O=C(COC(=O)c1ccc(Br)o1)NCCc1ccccc1,3,-5,-9%,-1%,11%,1%,-8,1%,4,-4%
CN(C)C(=O)c1ccc(NC(=O)COC(=O)C2CCN(S(=O)(=O)c3ccc4c(c3)OCCO4)CC2)cc1,.,10,.,.,10%,-1%,-9,.,3,3%
Cc1nn(-c2ccccc2)c(Cl)c1C1C(C#N)=C(N)OC2=C1C(=O)CCC2 (configuration not stated),-5,-2,-13%,6%,6%,18%,2,0%,0,1%
Cc1cc(C)cc(NCc2cc(=O)oc3cc(-c4ccccc4)c(O)cc23)c1,1,7,3%,?,12%,-1%,3,0%,27,0%
COC(=O)CSc1nnc(-c2ccc(S(=O)(=O)N3CCCC3)cc2)o1,2,21,-3%,16%,2%,-3%,5,5%,-3,1%
O=C(CCSc1nnc2ccccn12)Nc1ccc2c(c1)OCO2,1,2,1%,6%,3%,0%,-13,6%,0,13%
COc1ccc(NC(=O)c2ccc3ncsc3c2)c2ccccc12,.,7,11%,8%,14%,5%,-16,4%,88*,-2%
CC(=O)c1ccc(NC(=O)CN2C(=O)NC(C)(c3ccc4c(c3)OCCO4)C2=O)cc1 (configuration not stated),.,10,.,.,-14%,-5%,-1,.,-1,-1%
# Continued:
SMILES,FBPA coupling cs,KCNH2 3.1 inh,MBNL1 CUG block,CXXC DNA block,Integrin act MD,A-T KAP1 phos,KCNH2 WT inh,GALK inhibitor,TRPV1 ag,ASM inhibitor
COc1ccc(S(=O)(=O)NCC2CCCN(Cc3ccc(C)o3)C2)cc1 (configuration not stated),1,0,1%,2%,-14%,9%,20,6%,3,-2%
O=C(COC(=O)Cc1ccc(Cl)cc1)NCc1cccs1,.,-2,.,.,-6%,-1%,-2,.,.,-2%
COc1ccc(CCNc2c([N+](=O)[O-])c(=O)oc3ccccc23)cc1OC,5,7,?,6%,-1%,8%,2,-1%,3,2%
CC(=O)N1CCc2cc(S(=O)(=O)NC(C(=O)NC(C)c3ccccc3)C(C)C)ccc21 (configuration not stated),.,-17,1%,0%,?,4%,-9,0%,0,0%
COc1ccc(NC(=O)CN(C)S(=O)(=O)c2cccc3nsnc23)cc1,4,0,?,10%,6%,0%,-13,5%,-2,1%
CCC/C(O)=C1\C(=O)CC(C)(C)CC1=Nc1cccc([N+](=O)[O-])c1,1,-2,?,2%,-24%,0%,10,-1%,18,0%
CCOc1ccccc1OCCC(=O)OCC(=O)Nc1c(C)nn(-c2ccccc2)c1C,.,0,.,.,17%,2%,13,.,12,7%
CC(C)CN1CCC(Oc2cccc(C(=O)NCCc3ccccc3)c2)CC1,0,?,-1%,-2%,-31%,-5%,62,-3%,?,0%
CN1C(=O)C(O)(C2COC(C)(C)CC2=O)c2cc(Br)ccc21 (configuration not stated),1,3,-5%,-2%,-56%[inhibitor],-8%,2,-2%,1,0%
CC(C)C[C@H](NC(=O)OC(C)(C)C)c1n[nH]c(=S)n1N,-4,.,-8%,6%,4%,1%,-4,1%,8,4%
CS(=O)(=O)N(Cc1nnc(-c2cccs2)o1)c1ccc(Cl)cc1F,1,-6,-5%,8%,-16%,6%,2,2%,.,-2%
CN1CCN(C(=O)c2ccc3c(c2)NC(=O)C(N2CCOCC2)S3)CC1 (configuration not stated),3,1,13%,2%,4%,-8%,-4,-2%,8,4%
CN(C)S(=O)(=O)c1ccc(C(=O)OCc2ccc(C#N)cc2)cc1,-2,-3,3%,-3%,-15%,-6%,-2,0%,6,-2%
COc1ccc(N=Nc2c(C)n[nH]c2C)cc1,3,2,14%,0%,-36%,7%,-10,0%,-2,-8%
Cc1nn(C)c(C)c1CN(C)S(=O)(=O)c1ccc(F)cc1,-2,3,-13%,0%,-42%,.,-21,-4%,-1,6%
CNC(=S)N1CCc2cc(OC)c(OC)cc2C1COc1ccc(F)cc1 (configuration not stated),4,-3,1%,-5%,?,-1%,-3,1%,1,-3%
COC(=O)c1sc(NC(=O)C2c3ccccc3Oc3ccccc32)c(C(=O)OC)c1C,-2,-2,-2%,11%,-27%,1%,1,1%,1,-8%
COCCNC(=O)c1ccc(CS(=O)(=O)c2ccc(OC)cc2)o1,2,13,-5%,0%,-5%,2%,9,0%,1,2%
O=C(N/N=C/c1ccc[nH]1)c1cccc(Br)c1,-21,-49,7%,-1%,4%,0%,-1,0%,16,3%
COc1ccc(NC(=O)COC(=O)CCNC(=O)c2ccco2)cc1Cl,.,0,.,.,-26%,16%,0,.,.,4%
N#CC1CC(c2ccccc2)Nc2cc(Cl)ccc2N1 (configuration not stated),-6,8,?,14%,-37%,1%,-3,-4%,?,5%
c1nnnn1C12CC3CC(CC(C3)C1)C2,0,7,8%,4%,5%,-6%,5,0%,1,3%
CCOc1cccc(/C=N/NC(=O)c2cc(C3CC3)[nH]n2)c1O,-2,15,18%,24%,-57%[inhibitor],-2%,8,8%,?,4%
CN(C)CCCN(C(=O)COc1ccc(Cl)cc1)c1nc2cc3c(cc2s1)OCO3,0,-34,-8%,3%,?,-3%,14,4%,3,-13%
CCc1nccn1-c1cc(C(C)(C)C)nc2c(-c3ccc(Cl)cc3)cnn12,0,3,?,0%,11%,-11%,14,0%,2,5%
# New compounds follow
SMILES,FBPA coupling cs,KCNH2 3.1 inh,MBNL1 CUG block,CXXC DNA block,Integrin act MD,A-T KAP1 phos,KCNH2 WT inh,GALK inhibitor,TRPV1 ag,ASM inhibitor
CCOC(=O)C1(Cc2ccccc2C)CCCN(S(C)(=O)=O)C1 (configuration not stated),-5,11,-5%,0%,10%,-5%,2,3%,0,5%
O=C(CCNC(=O)c1ccccc1Cl)NCc1ccco1,.,-5,.,.,26%,-5%,-23,.,-1,8%
Cc1noc(C)c1C(=O)Nc1ccccc1N1CCOCC1,.,11,.,.,-20%,4%,-6,.,-1,4%
COc1ccccc1C(=O)N/N=C(\C)CC(=O)Nc1ccccc1NC(C)=O,-1,11,1%,-9%,-8%,10%,18,4%,3,5%
O=C(Cc1coc2cc(O)ccc12)NNC(=O)c1ccc(Br)s1,.,8,.,.,-15%,0%,0,.,.,5%
CC1CCN(C(=O)CCNS(=O)(=O)c2ccccc2)CC1,-1,16,6%,0%,0%,8%,8,0%,5,1%
